Screening results (PubChem)
hERG WT inh: KCNH2 (human, wildtype) channel inhibition. Q12809. U2OS, BacMam KCNH2, thallium flux FluxOr; stronger effect = lower value. activity change, % at 1.84 µM. hit rate 0.37% among 340,000. AID 720551;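 active = maximum activity change below -70%; inconclusive = maximum activity change between -70% and -50%; inactive = maximum activity change above -50%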; note: % is set by controls: 0 for no effect and ±100 for the full control effect
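U2OS cells transduced with wild-type KCNH2 virus are loaded with FluxOr dye for 45 min, and thallium flux is measured in kinetic reads before and after stimulation buffer. Rate constants are normalized to DMSO controls.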
TSHR antag: antagonists of human thyroid stimulating hormone receptor; TSHR-expressing cells, TSH-stimulated cAMP HTRF, 2 h; stronger effect = lower value; activity change, negative = inhibition, % at 11.5 µM; P16473; hit rate 0.2% among 330,000;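 active = activity change below a set negative limit, meaning inhibition stronger than a set level, cut at about -70% in these data; inconclusive = activity change between two set negative limits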; note: % is set by controls: 0 for no effect and ±100 for the full control effect
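Competitive HTRF cAMP read-out (cryptate anti-cAMP antibody, cAMP-d2; 30 min, room temperature) in freshly harvested TSHR cells. Compounds added before TSH at EC80 (4nM final), followed by 2 hours' incubation at 37 deg C.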
Eya2 inh: blocks the phosphatase activity of human Eya2. Potency, µM (top dose mostly 76.9 µM), for inactives: top-dose activity, negative = inhibition, usual class: inhibitors. O00167. recombinant Eya2, OMFP fluorescence dephosphorylation (OMFP is methylfluorescein phosphate). AID 488837. hit rate 0.006% among 330,000; note: potency is the fitted concentration of half-maximal effect; % is set by controls: 0 for no effect and ±100 for the full control effect
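Eya2 protein (added as 0.2 uM solution) was preincubated with compound for 10 min at ambient temperature in 50 mM HEPES pH 7.5, 50 mM NaCl, 5 uM MgCl2, 0.05% BSA, 1 mM DTT. OMFP (added at 50 uM) then reacted 10 min; fluorescence read at 485/525 nm.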
S-ASM inh: blocks human secretory acid sphingomyelinase; P17405; placental ASM, HMU-PC fluorogenic substrate, 60 min; Potency, µM (highest dose often 57.5 µM), without a hit: top-dose activity change, negative = inhibition, most hits filed as inhibitors; hit rate 0.006% among 340,000; note: potency is the fitted concentration of half-maximal effect
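HMU-PC0 cleavage (9 uM final) by human placental ASM, 60 min at 37 °C following 10 min compound exposure at RT; stopped at pH 10, fluorescence Ex 386/Em 447 nm.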
BCR signal inh: blocks chronic active B-cell receptor signaling; ABC-DLBCL IkBa-CBG/CBR reporter, luminescence ratio, 4 h; Potency, µM (highest dose often 46.1 µM), for the others: at the top dose ratio change, negative = lower green/red ratio, actives largely listed as inhibitors; hit rate 0.05% among 340,000; active = well fitted inhibition curve with a large enough effect in the signal ratio, with a control signal flat, not every such curve was filed as active; inconclusive = small, poorly fitted or top-dose-only effect, or effect the other way, or a change in a side signal; the % refers to the signal ratio;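 note: potency is the fitted concentration of half-maximal effect; plate controls were basal doxycycline-induced cells for no effect and cells given 10 µM MG132 for full effect; MG132 reads +100%, hits lower the ratio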
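Concentration-response series (up to 46 uM) were applied to TMD8 dual-reporter cells for 4 h at 37C with doxycycline. Green/red ratio, after filter-overlap correction, defined %Activity; red signal alone was normalised to basal cells and zero luminescence.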
PKM2 activator: activators of human pyruvate kinase M2 | P14618 | purified PKM2, Kinase-Glo ATP luminescence, activation; response scale: 0% is enzyme alone, no compound | Potency, µM (titrated, usually from 57.5 µM), for inactives: at the highest dose activation, usual class: activators | hit rate 0.34% among 260,000; note: potency is the fitted concentration of half-maximal effect; % is set by controls: 0 for no effect and ±100 for the full control effect; nearly all actives have a fitted effect of over 55% in size
Target sequence (P14618 whole entry, looked up): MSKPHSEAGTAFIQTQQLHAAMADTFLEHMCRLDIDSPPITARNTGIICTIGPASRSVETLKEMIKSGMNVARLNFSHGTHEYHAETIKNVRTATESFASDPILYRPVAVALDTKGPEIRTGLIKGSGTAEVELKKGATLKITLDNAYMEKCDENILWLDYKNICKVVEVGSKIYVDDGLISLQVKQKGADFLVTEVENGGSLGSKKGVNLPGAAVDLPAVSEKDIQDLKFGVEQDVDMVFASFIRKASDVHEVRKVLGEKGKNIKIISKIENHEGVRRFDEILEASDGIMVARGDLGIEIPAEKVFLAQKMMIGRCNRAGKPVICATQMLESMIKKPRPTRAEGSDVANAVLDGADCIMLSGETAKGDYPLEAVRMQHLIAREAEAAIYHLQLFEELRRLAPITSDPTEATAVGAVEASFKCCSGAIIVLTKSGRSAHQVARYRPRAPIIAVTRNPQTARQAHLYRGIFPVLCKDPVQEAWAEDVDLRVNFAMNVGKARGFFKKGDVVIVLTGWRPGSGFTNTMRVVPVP
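Kinase-Glo luminescence reports ATP generated from ADP (0.1 mM) and PEP (0.5 mM) by purified hPK-M2 after 1 h at room temperature, pH 7.2 imidazole buffer; intermediate enzyme activity allows detecting inhibitors and activators.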
GALK inhibitor: blocks human galactokinase activity; Purified GALK, Kinase-Glo residual ATP luminescence; Potency, µM (top dose mostly 57.5 µM), without a hit: top-dose activity change, negative = inhibition, actives largely listed as inhibitors; hit rate 0.007% among 270,000; AID 1868; note: potency is the fitted concentration of half-maximal effect; % is set by controls: 0 for no effect and ±100 for the full control effect
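ATP-depletion format; final 35 uM ATP, 100 uM D-galactose, 5 nM enzyme; pH 8.0 HEPES/Mg2+ buffer; 60 min RT; luminescence read 10 min after detection reagent.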
Menin-MLL TR inh: menin-MLL binding inhibition, Texas Red mutant peptide; Menin + Texas Red MLL mutant peptide, fluorescence polarization; Potency, µM (highest dose often 61.6 µM), inactives show at the highest dose FP activity change, negative = inhibition, actives largely listed as inhibitors; hit rate 0.23% among 270,000; active = well fitted inhibition curve with a large enough effect in the polarisation, with a control signal flat, not every such curve was filed as active; inconclusive = small, poorly fitted or top-dose-only effect, or effect the other way, or a change in a side signal; inactive = no such curve, though single readings can be large or run the other way; the % refers to the polarisation; note: potency is the fitted concentration of half-maximal effect; % of control where 0% means no effect; many of its hits are not listed in these tables
Target sequence (O00255 whole entry, looked up): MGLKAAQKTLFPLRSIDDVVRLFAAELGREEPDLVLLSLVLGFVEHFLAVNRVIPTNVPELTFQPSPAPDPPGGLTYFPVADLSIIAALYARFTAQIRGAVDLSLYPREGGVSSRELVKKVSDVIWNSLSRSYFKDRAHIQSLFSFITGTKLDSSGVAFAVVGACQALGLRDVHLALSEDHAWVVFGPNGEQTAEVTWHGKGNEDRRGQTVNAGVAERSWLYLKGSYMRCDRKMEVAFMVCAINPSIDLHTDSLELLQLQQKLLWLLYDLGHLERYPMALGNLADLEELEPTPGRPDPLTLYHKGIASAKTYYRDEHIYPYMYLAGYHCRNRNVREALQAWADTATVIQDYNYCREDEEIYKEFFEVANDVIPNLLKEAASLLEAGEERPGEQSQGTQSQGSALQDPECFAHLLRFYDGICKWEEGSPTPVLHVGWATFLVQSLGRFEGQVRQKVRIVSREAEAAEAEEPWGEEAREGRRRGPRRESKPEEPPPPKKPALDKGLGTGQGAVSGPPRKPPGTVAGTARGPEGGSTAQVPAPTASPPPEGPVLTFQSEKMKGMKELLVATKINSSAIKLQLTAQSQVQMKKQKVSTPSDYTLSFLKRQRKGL
MBNL1-CUG inh: blocks human MBNL1 binding to CUG repeat RNA. Q9NR56. hit rate 0.036% among 280,000. TR-FRET MBNL1-His/biotin-(CUG)12 binding, 665/545 ratio. Potency, µM (top dose mostly 57.5 µM), for inactives: top-dose activity change, negative = inhibition, usual class: inhibitors; active = well fitted inhibition curve with a large enough effect in the signal ratio, with a control signal flat, not every such curve was filed as active; inconclusive = small, poorly fitted or top-dose-only effect, or effect the other way, or a change in a side signal; inactive = no such curve, though single readings can be large or run the other way; the % refers to the signal ratio; note: potency is the fitted concentration of half-maximal effect; % is set by controls: 0 for no effect and ±100 for the full control effect
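Inhibition of protein-RNA binding appears as loss of TR-FRET between terbium anti-His antibody on MBNL1-His and streptavidin-XL665 on biotin-(CUG)12. Activity is normalized to buffer-only and uninhibited-complex controls.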
Mito fusion act: mitochondrial division inhibition or fusion activation | hit rate 0.23% among 320,000 | S. cerevisiae fusion-defective mutant growth rescue, CellTiterGlo 48 h | Potency, µM (doses to about 46.1 µM), without a hit: top-dose growth rescue (activation), hits mostly activators;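 note: potency is the fitted concentration of half-maximal effect; % of control where 0% means no effect; nearly all actives have a fitted effect of over 45% in size; temperature-sensitive fusion mutants such as fzo1-1 at 37 °C on non-fermentable ethanol glycerol medium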
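Luminescent cell viability in 1536-well qHTS format served as the measure of rescued growth in ts fusion-mutant S. cerevisiae cultured on non-fermentable YPEG for 48 hours at 37C.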
USP2a block: USP2a (human) protease inhibition; O75604; USP2 core, Ub-CHOP2 coupled fluorogenic reporter, 485/531; Potency, µM (doses to about 38.3 µM), without a hit: top-dose activity change, negative = inhibition, most hits filed as inhibitors; hit rate 0.01% among 330,000; AID 463254;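 note: potency is the fitted concentration of half-maximal effect; plate controls were DMSO wells for no effect and full inhibition by NEM control for full effect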
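USP2 core (10nM final) preincubated 30min RT with compound in 20mM Tris-HCl pH 8.0, 2mM CaCl2, 2mM beta-mercaptoethanol, 0.05% CHAPS; 25nM Ub-CHOP2 plus 25nM reporter substrate added, fluorescence (Ex485/Em531) read after 60min.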
Numbers without * were called inactive; ? = inconclusive; / = no result given; [ ] = another dose, or the depositor's remark. Unless noted, calls come from the whole dose curve; as a rule, active = well fitted curve in the direction sought with a large enough effect; inconclusive = small, poorly fitted or top-dose-only effect, or another doubt; inactive = no such curve, though single readings can be large; an effect the other way counts as inactive or inconclusive. An excerpt, so the mix of outcomes need not match the whole.

The line under a structure holds: MBNL1-CUG inh | S-ASM inh | BCR signal inh | Menin-MLL TR inh | PKM2 activator | USP2a block | Eya2 inh | GALK inhibitor | Mito fusion act | TSHR antag | hERG WT inh
- Cc1ccc2c(c1)N(CC(=O)NC1CCCCCC1)C(=O)c1cccnc1O2
→ -1.0% | -2.8% | -2.0% | ? | / | 3.0% | 11.6% | -4.1% | 3.4% | -7.9 | 1.7
- CCO[C@@H]1OC(C(N)=O)=C[C@H](C2CCCCC2)[C@H]1CCCO
→ 3.7% | 6.2% | ? | / | 6.0% | 0.0% | 1.0% | 1.4% | -2.8% | -5.4 | 2.1
- O=S(=O)(NC1CCN(Cc2ccccc2)CC1)c1ccc(Cl)cc1
→ / | -1.0% | 3.9% | / | -2.1% | 8.2% | ? | -3.4% | 0.5% | 2.7 | 10.2
- C=CCOc1cccc(/C=N/NC(=O)CC(=O)NC2CCCCC2)c1
→ 3.7% | -1.3% | 0.2% | / | 0.3% | 0.0% | -1.9% | -0.1% | -2.5% | -5.1 | -1.0
- C=C1C2(C(=O)Nc3ccc(SC(F)F)cc3)CCC(C2)C1(C)C (configuration not stated)
→ -6.0% | -2.1% | ? | 5.9% | 5.0% | 5.5% | 1.2% | 0.1% | -12.7% | -31.5 | 6.7
- COc1ccc(C2OC(=O)Cc3cc(OC)c(OC)cc32)cc1 (configuration not stated)
→ 10.8% | 7.7% | ? | -8.5% | 0.8% | 3.9% | -2.0% | -1.7% | -4.3% | -12.1 | 0.5
- CCC(C)c1ccc(OCCn2cc(/C=N/NC(=O)CSc3nnc(C)s3)c3ccccc32)cc1 (configuration not stated)
→ 5.3% | -15.0% | ? | 6.0% | -7.6% | -4.8% | -35.5% | -2.0% | 2.3% | 6.0 | -9.3
- O=S(=O)(Nc1ccccc1)c1ccc(F)cc1
→ -2.8% | -0.6% | -7.6% | 0.2% | -0.4% | -1.4% | 21.7% | -1.6% | 1.8% | 16.9 | 3.3
- CCc1ccc(NC(=O)C(C)Nc2ccc(S(=O)(=O)NC(C)=O)cc2)cc1 (configuration not stated)
→ -1.7% | -5.0% | 2.9% | 10.7% | -4.2% | 2.9% | 30.6%[15.4 µM] | 1.1% | 0.3% | -1.1 | 32.0
- Cc1cccc(N(Cc2ccccc2)C(=O)C2CCN(C(=O)c3ccccc3C)CC2)c1
→ / | 3.1% | -14.8% | / | / | -0.4% | 2.6% | / | -9.4% | -17.8 | -5.9
- O=C(O)c1ccccc1C(=O)N1CCN(Cc2ccc3c(c2)OCO3)CC1
→ -1.0% | 0.1% | 2.3% | 2.0% | / | -1.3% | 7.5% | 1.9% | -0.6% | -2.5 | 6.4
- O=C(CSc1nc2c(sc3ccccc32)c(=O)n1Cc1ccccc1)NCC1CCCO1 (configuration not stated)
→ 0.0% | 0.6% | 10.6% | 5.9% | -5.6% | 6.2% | 13.7% | -2.6% | -3.1% | -3.7 | -1.0
- CCOC(=O)C1=NN(c2cccc(Cl)c2)C2=NC(C)=C(C(=O)OC)C(c3cccs3)N12 (configuration not stated)
→ ? | -5.5% | -20.8% | -13.4% | 8.0% | 1.5% | -0.1% | -1.6% | 22.9% | -10.7 | 1.7
- Cc1cc(C)c2nc(N(CCCN(C)C)C(=O)C3=COCCO3)sc2c1
→ / | -2.2% | -1.7% | / | / | -0.1% | 0.0% | / | -9.0% | -0.3 | 15.0
- COC(=O)[C@@H]1Cc2c([nH]c3ccccc23)C(C)N1C(=O)c1ccccc1 (some centres not stated)
→ -6.5% | -1.6% | ? | 25.8% | / | -1.6% | -0.1% | / | -3.4% | -4.0 | -12.5
- CCOC(=O)c1c(-c2cccs2)csc1NC(=O)C(C)(C)C
→ 2.0% | -3.9% | ? | -8.1% | -18.9% | 0.7% | -7.9% | -0.2% | 12.0% | -5.0 | -2.5
- CC(C)[C@H](N)C(=O)NC[C@H]1CC[C@H](C(=O)N[C@@H](Cc2ccccc2)C(=O)O)CC1
→ -9.5% | -1.6% | -0.7% | -11.0% | / | 3.3% | 4.4% | -1.6% | 3.8% | -12.4 | 6.1
- COc1ccc(N(C(=O)/C=C/C(=O)Nc2cc(C)on2)C(C(=O)NC2CCCC2)c2ccccc2C)cc1 (configuration not stated)
→ / | -1.2% | -13.1% | -29.3% | 1.5% | -2.2% | 1.8% | -0.7% | -6.9% | -5.3 | -3.8
- O=C(COc1ccccc1)NNc1nc2c(F)cccc2s1
→ 2.3% | 1.4% | 8.3% | -7.0% | -2.7% | 8.5% | ? | -1.1% | -2.5% | -6.4 | -6.2
- CCc1ccccc1NC(=S)NNC(=O)c1ccccc1Cl
→ 3.4% | -4.7% | -2.1% | 6.3% | -7.3% | 2.9% | -5.0% | 0.0% | -4.4% | -6.4 | 7.4

Further compounds:
The line under a structure holds: MBNL1-CUG inh | S-ASM inh | BCR signal inh | Menin-MLL TR inh | PKM2 activator | USP2a block | Eya2 inh | GALK inhibitor | Mito fusion act | TSHR antag | hERG WT inh
- O=C(COC(=O)/C=C/c1ccccc1[N+](=O)[O-])Nc1ccc(S(=O)(=O)N2CCOCC2)cc1
→ / | -6.7% | 1.7% | / | / | -5.7% | -7.9% | / | / | -9.6 | -5.8
- CCOc1ncccc1C(=O)NCC(c1ccccc1)N(C)C (configuration not stated)
→ -2.5% | -0.2% | 1.3% | / | 6.2% | -0.6% | -4.7% | -2.2% | 0.1% | -2.9 | -2.9
- CCC(=O)c1ccc(OCC(=O)Nc2ccc3nc(C)sc3c2)cc1
→ 15.2% | 0.5% | 1.4% | / | -0.3% | 2.9% | 3.9% | 4.7% | 1.9% | -1.5 | -1.1
- Cc1ccc(NC(=O)c2ccc3c(=O)n4c(nc3c2)CCCCC4)nc1
→ / | 1.8% | ? | / | / | 1.9% | 0.7% | / | 4.7% | -4.9 | -1.8
- COc1ccc2nc(SCC(=O)NC3CCCCC3C)[nH]c2c1 (configuration not stated)
→ / | 0.6% | -3.4% | / | / | -2.0% | -13.9% | / | 1.6% | 0.3 | -4.6
- CCCn1c(=O)n(CC(=O)NCC2CCCO2)c(=O)c2c3c(sc21)COC(C)(C)C3 (configuration not stated)
→ 0.7% | 6.6% | 0.5% | / | / | 4.2% | 1.6% | -3.5% | -1.1% | 12.0 | -13.7
- CCN(c1ccc(C)cc1C)S(=O)(=O)c1nnc(NC(=O)C(C)C)s1
→ 0.6% | -0.4% | 1.6% | 35.0%[activator] | / | 1.7% | -1.2% | / | 10.5% | 11.0 | -9.0
- COc1cccc(CNC(=O)C2CCN(S(=O)(=O)c3ccc4c(c3)CCC(=O)N4)CC2)c1
→ -10.0% | -1.4% | -1.9% | 4.8% | 1.7% | -4.5% | -19.7% | 2.7% | 0.9% | 14.3 | 13.4
- CCO[C@H]1OC(C(=O)N2CCOCC2)=C[C@@H](c2ccc(C(F)(F)F)cc2)[C@@H]1CCCO
→ -11.2% | -2.0% | 9.9% | 7.0% | 0.0% | -0.1% | 2.4% | -1.2% | -0.7% | 2.4 | 6.0
- O=S(=O)(c1ccc(NC2CCCc3ccccc32)nc1)N1CCOCC1 (configuration not stated)
→ 10.6% | 2.5% | 0.1% | -7.4% | -5.9% | 3.1% | -10.9% | 0.8% | 1.4% | -14.6 | 0.2
- O=C(O)c1ccccc1-c1nnc2c(Cl)cc(C(F)(F)F)cn12
→ -1.3% | 1.8% | -7.7% | 22.6% | / | 2.5% | -12.4% | -0.1% | -10.9% | 3.0 | -1.3
- Cc1noc(C)c1COc1ccc(C(=O)OCC(=O)N2c3ccccc3NC(=O)C2(C)C)cc1
→ -1.6% | -5.1% | -3.5% | 4.5% | -9.8% | -0.9% | -20.2% | 0.3% | 1.2% | -0.3 | -3.4
- CCOC(=O)Cc1csc(NC(=O)CSC2=NCCS2)n1
→ 2.9% | -1.5% | 0.2% | 6.8% | -0.8% | 5.3% | 7.5% | -3.0% | -1.3% | -0.6 | -4.2
- O=C(NCCc1nc2ccccc2[nH]1)/C(=C/c1ccc(F)cc1)NC(=O)c1ccco1
→ 3.5% | 2.4% | ? | / | 4.0% | 6.0% | -23.7% | -1.3% | -0.4% | 0.9 | -71.8*
